TcdB GH inh – inhibitors of Clostridioides difficile toxin B glycohydrolase; P18177; TcdB glycohydrolase enzymatic assay, plate reader; inhibition, % at 9.99 µM; 350,000 compounds, 0.24% hits; AID 652162; in the data active = inhibition above about 10%
GDH-TPI counter – GDH-TPI coupled enzyme inhibition counter-screen; inhibition, % at 4.8 µM; GDH-TPI coupled enzyme counterscreen, NADH absorbance; AID 588335; 360,000 compounds, 1.2% hits; in the data active = inhibition above about 30%;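 note: 0% = DMSO wells and 100% = wells lacking the enzyme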
Y pestis TopoI – blocks Yersinia pestis topoisomerase I activity; Y. pestis Topo-I cleavage product accumulation, plate reader; activity, % at 10 µM; 360,000 compounds, 0.064% hits; AID 504884; in the data active = activity above about 50%, passing the limit was not always enough; inconclusive = no clear call, values can overlap the other calls; note: inactives centre near 2
PfHsp40 yeast – rescue of PfHsp40-mediated yeast toxicity; S. cerevisiae expressing PfHsp40, growth rescue, ATP luminescence; growth rescue, % at 12.5 µM; 340,000 compounds, 0.68% hits; AID 504582; in the data active = growth rescue above about 28%, passing the limit was not always enough; inconclusive = no clear call, values can overlap the other calls;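 note: yeast W303a lacking pdr1 and pdr3 grown in galactose medium; growth measured after three days at 30 °C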
Mtb BioA inh – BioA (M. tuberculosis) enzyme inhibition | purified M. tuberculosis BioA enzyme, plate reader | inhibition, % at 9.99 µM | 360,000 compounds, 0.096% hits; in the data active = inhibition above about 40%; inconclusive = no clear call, values can overlap the other calls
Mtb UGM inh – Mtb UDP-galactopyranose mutase inhibition; P9WIQ1; purified UGM, fluorescence polarization probe displacement; inhibition, % at 10 µM; 320,000 compounds, 0.06% hits; AID 504406; in the data active = inhibition above about 10%, passing the limit was not always enough; inconclusive = no clear call, values can overlap the other calls
Target sequence (P9WIQ1 whole entry, looked up): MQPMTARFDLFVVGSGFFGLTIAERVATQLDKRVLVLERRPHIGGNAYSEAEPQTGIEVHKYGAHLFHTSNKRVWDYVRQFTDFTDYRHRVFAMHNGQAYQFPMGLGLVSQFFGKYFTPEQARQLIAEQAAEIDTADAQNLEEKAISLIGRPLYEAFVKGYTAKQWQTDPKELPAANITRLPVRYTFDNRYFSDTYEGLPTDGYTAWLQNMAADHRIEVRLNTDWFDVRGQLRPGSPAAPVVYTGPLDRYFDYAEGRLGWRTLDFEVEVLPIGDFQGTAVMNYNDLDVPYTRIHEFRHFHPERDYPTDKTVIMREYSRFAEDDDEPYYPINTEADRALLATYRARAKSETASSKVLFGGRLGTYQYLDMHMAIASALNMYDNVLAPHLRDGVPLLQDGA
Vc quorum ag – induces V. cholerae light production without autoinducers. 350,000 compounds, 0.16% hits. V. cholerae BH1578 lux reporter, luminescence, 6 h. activation, % at 18.7 µM; in the data active = activation mostly above about 9.7%, no sharp cut-off; inconclusive = no clear call, values can overlap the other calls; inactive = mostly below about 3.7%; note: not every result past the cut was called active; inactives centre near 0; reference of the scale not given here
FadD28 binding – M. tuberculosis FadD28 bisubstrate binding inhibition. FadD28 bisubstrate probe binding, fluorescence polarization. 360,000 compounds, 0.22% hits. inhibition, % at 12.5 µM; in the data active = inhibition above about 8.5%, passing the limit was not always enough; inconclusive = no clear call, values can overlap the other calls
Mtb FBA inh – inhibits M. tuberculosis FBA enzyme; P9WQA3; purified M. tuberculosis FBA, fluorescence read-out; inhibition, % at 1 µM; 360,000 compounds, 2.3% hits; in the data active = inhibition above about 27%;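 note: 0% = vehicle and 100% = reference inhibitor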
Target sequence (P9WQA3 whole entry, looked up): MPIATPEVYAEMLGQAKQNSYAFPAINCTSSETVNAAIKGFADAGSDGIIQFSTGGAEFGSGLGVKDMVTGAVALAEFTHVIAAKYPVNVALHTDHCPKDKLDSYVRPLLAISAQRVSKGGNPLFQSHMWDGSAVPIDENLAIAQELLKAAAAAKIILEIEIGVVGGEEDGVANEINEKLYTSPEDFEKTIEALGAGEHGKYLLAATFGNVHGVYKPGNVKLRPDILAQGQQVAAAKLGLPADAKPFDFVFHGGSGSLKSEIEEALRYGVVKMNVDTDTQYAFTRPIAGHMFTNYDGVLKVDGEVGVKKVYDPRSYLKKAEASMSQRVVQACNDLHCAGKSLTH
Starred values were filed as active, the others as inactive; i = inactive; ? = inconclusive; / = not tested or not shown. No enrichment for hits; any-hit rate near 4.6%.

mol	Vc quorum ag	Y pestis TopoI	PfHsp40 yeast	Mtb FBA inh	FadD28 binding	Mtb UGM inh	GDH-TPI counter	TcdB GH inh	Mtb BioA inh
CN1CC(c2ccccc2)C(c2ccc(Cl)cc2)=N1 (centres undefined)	-0.3	2	-0.4	6	-3.1	0.2	-3	0.5	2.1
Nc1c(Br)c(=O)[nH]c(=O)n1-c1ccc(F)cc1	-2.2	1	-0.1	-2	-0.5	0.3	-1	0.5	/
CCCCn1nc(NC(=O)CC)c2cc3cc(OC)ccc3nc21	-0.1	9	-0.7	3	-3.2	-1.0	-9	0.0	0.3
COc1ccc2c(CN3CCCC3)cc(=O)oc2c1	/	/	/	36*	-3.1	/	/	1.5	1.8
O=C(O)CSc1ncnc2sc3c(c12)CCC3	-0.3	-1	0.0	14	-5.0	0.4	-6	/	-2.5
COc1cccc(NC(=O)[C@H](NC(=O)[C@@H]2Cc3ccccc3CN2)c2ccccc2)c1	-5.8	-9	1.2	0	-4.0	1.3	-2	1.7	2.3
CC(C)C[C@@H](CNCC(=O)[C@H](CC(=O)O)NC(=O)c1[nH]cnc1C(=O)N[C@H](CN)CC(C)C)NC(=O)c1nc[nH]c1C(=O)N[C@@H](C)C(=O)O	i	4	-0.9	3	0.6	/	-4	0.1	-6.9
COc1ccc(Nc2cc(C)nc(-n3nc(C)cc3C)n2)cc1	-12	-9	0.2	2	-2.8	0.2	2	/	-2.8
Cc1ccc(N2C(=O)C3CC(c4ccccc4)=C4C5C=CC(C6C(=O)N(c7ccc(C)cc7)C(=O)C56)C4C3C2=O)cc1 (centres undefined)	-0.2	2	0.1	0	1.0	0.8	0	/	/
O=C(NC(=S)NCCO)c1sc2ccccc2c1Cl	-4.8	1	0.5	2	-1.3	-1.7	16	1.4	-0.2
CCOC(=O)C1=C(C(F)(F)F)Nc2ncnn2C1c1ccc(OC)cc1OC (centres undefined)	-0.8	2	0.0	-3	-1.0	-0.7	13	/	0.5
CCOC(=O)c1c(C)[nH]c(C)c1C(=O)COC(=O)Cc1n[nH]c(=O)c2ccccc12	-0.4	-10	?	2	0.6	0.6	19	-1.0	-6.0
O=C(NCc1cccnc1)c1cccn1-c1ncc(C(F)(F)F)cc1Cl	-0.1	-2	/	-1	-0.8	-1.8	11	1.6	/
CC(=O)c1ccc(NC(=S)N2CCCC(CO)C2)cc1 (centres undefined)	2.0	4	0.2	1	1.0	0.8	5	-0.1	/
Cc1nn(CC(=O)Nc2ccccn2)c(=O)c2ccccc12	-1.4	-13	-0.9	-1	-1.0	0.7	6	0.2	-0.3
Cc1ccccc1N1CCN(C(=O)c2ccccc2NC(=O)c2ccccc2C(=O)O)CC1	-0.2	20	1.6	5	-2.3	-0.7	-1	0.8	/
Cc1ccccc1N1CCN(CCC(=O)Nc2ccc(F)cc2)CC1	-0.5	11	-1.1	0	-4.1	-2.0	8	0.7	-0.7
CCc1nnc(NC(=O)c2cc(-c3cccnc3)nc3ccccc23)s1	i	-5	0.1	2	-0.8	1.1	1	0.3	/
CN1CCN(Cc2cc(COCc3ccccc3)c3cccnc3c2O)CC1	-5.9	9	-2.0	-1	-0.6	0.5	5	/	-1.3
Cn1nc(C(C)(C)C)cc1C(=O)Sc1cccc(Br)c1	i	14	-0.2	-1	-3.5	-0.7	6	0.4	0.5
Cc1ccc(NS(=O)(=O)c2ccc(-c3ccc(=O)[nH]n3)o2)cc1Cl	-0.5	5	0.6	-1	-0.4	1.8	7	-0.3	-0.3
O=[N+]([O-])c1ccc(OCCO)c(P(=O)(c2ccccc2)c2ccccc2)c1	i	-4	-1.8	1	-4.0	-4.1	26	0.2	-0.2
COc1cc(/C=N/Nc2ncnc3sc4c(c23)CCC4)ccc1O	i	-16	0.3	0	-0.7	/	47*	3.4	-1.3
O=C(NC1CCCCC1)C1CCCN1C(=O)NCc1ccccc1 (centres undefined)	-0.2	2	-1.1	2	-2.8	-0.1	3	/	/
Nc1ncn([C@@H]2O[C@H](CO)[C@@H](O)[C@H]2O)c(=O)n1	-0.1	-6	-1.0	5	-0.1	1.0	4	-8.6	-2.2
CC(C)(C)c1ccc(C(=O)c2c[nH]c(C(=O)NCCCN3CCOCC3)c2)cc1	-0.3	-2	-0.4	3	0.3	-3.1	2	/	0.6
Brc1cccc(CN2CCCCCCC2)c1	i	0	0.2	0	-0.1	2.3	3	/	-3.0
Cc1c(NS(=O)(=O)c2cc(C(=O)O)ccc2Cl)c(=O)n(-c2ccccc2)n1C	-0.5	-1	-0.2	-4	0.5	1.5	-1	-6.0	-0.4
S=C(NCC1CCCO1)N1CCc2ccccc2C1 (centres undefined)	-1.6	-5	-0.9	3	1.1	2.6	5	1.3	-1.1
COc1cc(C#Cc2ccc3cc(CCCO)oc(=O)c3c2)cc(OC)c1	-0.3	29	46*	11	-0.9	4.2	11	2.5	-1.0
C=CCc1cccc2cc(C(=O)N3CCN(C(=O)c4ccccc4)CC3)c(=O)oc12	-1.2	5	0.0	-1	1.1	-1.5	-4	-0.8	-0.7
COc1ccc(S(=O)(=O)N2CCCC(C(=O)NC3CC3)C2)cc1Cl (centres undefined)	0.0	2	-1.0	2	/	1.2	1	0.8	-0.6
Cc1cc(N2CCN(c3cccc(C(F)(F)F)c3)CC2)n2ncnc2n1	i	12	-1.4	1	-6.8	-1.8	5	/	0.3
O=C(c1ccc(Cl)c(Cl)c1)N1CCN(c2ccccn2)CC1	-0.6	12	1.0	0	-1.8	4.0	1	-0.8	1.4
O=C(CSc1n[nH]c(-c2ccccc2)n1)NC1CCCCC1	-3.6	5	0.1	1	-1.3	-3.6	2	0.3	0.2
Cc1ccc(NC(=O)c2c(-c3c(F)cccc3Cl)noc2C)cc1F	i	1	4.2	-11	-1.3	3.0	2	/	-0.6
C=C(C)COc1ccc(-c2[nH]ncc2Oc2ccccc2OC)c(O)c1	1.7	-4	13	-1	-19	1.2	2	0.8	-1.1
Cc1ccc(-c2noc(CCC(=O)N3CCCC3)n2)cc1	i	0	0.8	2	-2.0	-0.7	4	/	1.6
CCOC(=O)c1cnc(SC)nc1Sc1ccccc1	-0.4	3	0.9	-1	-0.8	-1.1	9	/	/
O=C(O)CCC1C(=O)NC(=O)CC1c1ccccc1 (centres undefined)	-0.3	5	/	-2	-2.3	/	4	1.4	-0.9
COc1ccc(OCCC(=O)OCC(=O)NC2CCCCC2)cc1	1.1	1	0.5	-2	-3.6	4.1	-12	2.0	-0.1
CC(=O)Nc1ccc(C=NN=C2c3ccccc3-c3ccccc32)cc1	-1.2	-5	5.2	4	0.2	/	20	0.1	/
CC(=O)Nc1ccc(C(=O)N(C)C(C(=O)Nc2ccccc2)c2ccccn2)cc1 (centres undefined)	-0.2	-5	-1.3	5	0.1	-0.7	10	1.1	/
Cc1nn(Cc2ccccc2)c2c1C(c1cccc(Cl)c1)C(C#N)=C(N)O2 (centres undefined)	/	-1	1.1	1	0.8	-0.8	14	/	0.3
O=C(c1ccccc1)N1CCN(Cc2cccc(Oc3ccccc3)c2)CC1	i	26	0.7	1	-3.5	-0.2	10	1.4	/
COc1ccccc1CNc1nc(NCc2ccc(C(C)C)cc2)c2sccc2n1	-4.5	4	/	4	-2.4	/	8	0.2	-0.4
CCOC(=O)N/N=C(/C)c1cccc(-n2cnnn2)c1	-0.1	3	1.0	0	-0.1	3.5	-5	-1.5	0.0
CC(C)NS(=O)(=O)c1ccc(OCC(=O)NCc2ccccc2)cc1	0.6	-3	0.4	6	-2.1	-0.2	0	/	-0.3
O=C(NCCCn1ccnc1)c1ccc(Cl)c(Cl)c1	i	0	-0.5	-1	-2.9	-0.2	-8	-3.4	11
FC(F)(F)c1ccc(CN2CCCCCC2)cc1	-1.7	2	2.0	3	0.0	0.3	2	0.2	/
Cc1ccc(NC(=O)N2CCCC2C(=O)Nc2nnc(C(C)C)s2)cc1 (centres undefined)	-0.2	2	-0.6	-2	0.1	-0.7	11	2.2	1.3
O=C(Cc1cccs1)NCCc1ccc(Cl)cc1	i	7	-0.9	4	-0.8	-1.5	0	1.2	0.9
CC(=O)NC1(C(=O)O)CCCC1	-1.3	5	-0.5	2	-0.3	-1.1	9	0.3	-1.3
COc1ccc2[nH]c(=O)c(CN(Cc3cccnc3)S(=O)(=O)c3ccccc3F)cc2c1	0.3	9	-0.6	18	0.0	-1.0	13	0.6	1.0
Cc1ccc(NC(=O)CS(=O)CC(=O)Nc2ccccc2-c2ccc(C)o2)cc1 (centres undefined)	i	13	-0.4	-3	0.0	3.5	1	1.2	-0.5
Cc1ccc(Cn2cc(C=O)c(-c3ccc(C)cc3)n2)cc1	-3.3	29	8.2	-3	-6.1	1.2	-8	0.1	/
Cc1ccc(S(=O)(=O)/N=S(\C)CC2CC2(Cl)Cl)cc1 (centres undefined)	-1.2	-5	0.5	2	-1.3	-1.9	-2	/	/
CCOc1cc(CNCC(C)C)c(Cl)cc1OCC(=O)Nc1ccccc1	-2.0	-5	0.3	5	-1.5	-0.4	-4	1.9	-0.4
CCc1nnc(NC(=O)CSc2nnc3c4ccccc4n(C)c3n2)s1	/	3	0.0	6	-1.2	-0.6	-2	-0.1	0.9
O=C(Nc1nc(-c2ccc(Cl)cc2)cs1)C1=COCCO1	-1.0	6	-1.6	2	-1.1	0.4	11	1.7	1.0

Among those listed so far, these have two or more sulfur atoms:
mol	Vc quorum ag	Y pestis TopoI	PfHsp40 yeast	Mtb FBA inh	FadD28 binding	Mtb UGM inh	GDH-TPI counter	TcdB GH inh	Mtb BioA inh
O=C(O)CSc1ncnc2sc3c(c12)CCC3	-0.3	-1	0.0	14	-5.0	0.4	-6	/	-2.5
O=C(NC(=S)NCCO)c1sc2ccccc2c1Cl	-4.8	1	0.5	2	-1.3	-1.7	16	1.4	-0.2
CCOC(=O)c1cnc(SC)nc1Sc1ccccc1	-0.4	3	0.9	-1	-0.8	-1.1	9	/	/
Cc1ccc(S(=O)(=O)/N=S(\C)CC2CC2(Cl)Cl)cc1 (centres undefined)	-1.2	-5	0.5	2	-1.3	-1.9	-2	/	/
CCc1nnc(NC(=O)CSc2nnc3c4ccccc4n(C)c3n2)s1	/	3	0.0	6	-1.2	-0.6	-2	-0.1	0.9

Following part.
mol	Vc quorum ag	Y pestis TopoI	PfHsp40 yeast	Mtb FBA inh	FadD28 binding	Mtb UGM inh	GDH-TPI counter	TcdB GH inh	Mtb BioA inh
CN(C)CCCN1C(=O)CSC1c1ccc([N+](=O)[O-])cc1 (centres undefined)	-0.2	2	-0.5	1	-0.1	1.8	2	0.2	/
Oc1ccc(N2CCN(c3nc(-c4cccs4)nc4ccccc34)CC2)cc1	-0.4	-6	2.6	4	-1.0	2.2	13	-0.6	/
CCN(CC)c1ncc(C)c(=O)[nH]1	-1.0	-4	0.1	6	-3.1	/	6	/	0.5
CN(C)c1cccc(C(=O)N2CCCC(CCC(=O)N3CCN(c4ccccn4)CC3)C2)c1 (centres undefined)	i	35	-2.1	4	-0.4	1.6	5	-0.7	0.0
COc1cc(OC)nc(Nc2nc(C(N)CCc3ccccc3)cs2)n1 (centres undefined)	-0.9	31	/	-1	-3.1	/	12	-1.9	2.5
COc1ccc(C(=O)NCCS(=O)(=O)NCc2ccc(F)cc2)cc1	i	6	-1.1	-1	0.3	2.7	3	-7.1	-0.9
CCOC(=O)c1ccc(-c2c(-c3ccc4c(c3)OCO4)noc2C)cc1F	-1.3	30	4.0	-1	-2.9	1.3	9	1.3	0.6

Source: PubChem
